High-throughput results from PubChem.
VP16 counter: VP16 counterscreen qHTS for inhibitors of ROR gamma transcriptional activity; Drosophila S2 Gal4-VP16 UAS-luciferase, luminescence, 20 h; Potency, µM (top dose mostly 53.6 µM), inactives show at the top dose activity, negative = inhibition, hits mostly inhibitors; 310,000 tested, 3.5% active;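 also: Gal4-VP16 expression switched on by copper sulfate through the metallothionein promoter; potency is read from the fitted curve at half-maximal effect; % is scaled to controls: 0 for no effect and ±100 for the full control effect; nearly all actives have a fitted effect of over 50% in size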
NPC1 promoter act: qHTS Assay for NPC1 Promoter Activators. Huh7 NPC1 promoter luciferase reporter, 24 h. Potency, µM (series often up to 9.22 µM), inactives show at the top dose activation, most hits filed as activators. 320,000 tested, 2.4% active. AID 485313, 2010;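 also: potency is read from the fitted curve at half-maximal effect; % of control where 0% means no effect; nearly all actives have a fitted effect of over 60% in size; reporter is driven by a mutant NPC1 promoter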
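Luminescence read-out of NPC1 promoter-driven luciferase in stably transfected Huh7 cells; compounds delivered in DMSO and left 24 h at 37C, 5% CO2, qHTS titration format.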
FLuc counter: qHTS profiling assay for firefly luciferase inhibitor/activator using purifed enzyme and Km concentrations of substrates (counterscreen for miR-21 project); AID 588342, 2011; Potency, µM (series often up to 57.5 µM), for the others: at the top dose activity change, negative = inhibition, usual class: inhibitors; Luciferin 4-monooxygenase (Photinus pyralis), P08659; 360,000 tested, 6.9% active; purified FLuc, Km substrates, luminescence inhibition;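 also: potency is read from the fitted curve at half-maximal effect; plate controls were vehicle for no effect and reference inhibitor for full effect; nearly all actives have a fitted effect of over 55% in size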
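Purified P. pyralis luciferase (10nM final) with 10uM D-luciferin and 10uM ATP (Km levels) in 50mM Tris acetate pH 7.5, 10mM Mg acetate, 0.01% Tween-20, 0.05% BSA; qHTS 6-point titration, ~60 µM downward; luminescence read.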
p53 reactivator: qHTS assay for re-activators of p53 using a Luc reporter; Potency, µM (highest dose often 92.2 µM), inactives show top-dose activity change, positive = activation, most hits filed as activators; H1299 p53-A138V BP100-luciferase reporter, luminescence, 24 h; 320,000 tested, 0.063% active; also: potency is read from the fitted curve at half-maximal effect; % of control where 0% means no effect; nearly all actives have a fitted effect of over 45% in size
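H1299 (p53-null), stable ts p53-A138V + BP100-Luc; 1000 cells/well, Opti-MEM/10% FBS; cpd 4 pt, 1:5; 24 h, 37 deg C, 5% CO2; detection reagent 10 min RT; luminescence.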
ELG1 DNA repair: qHTS screen for small molecules that inhibit ELG1-dependent DNA repair in human embryonic kidney (HEK293T) cells expressing luciferase-tagged ELG1 | HEK293T ELG1-luciferase reporter, luminescence, 16 h; DNA damage induced by 5-fluorouridine | Potency, µM (doses to about 46.1 µM), for inactives: at the top dose activity change, negative = inhibition, hits mostly inhibitors | 330,000 tested, 2.3% active; also: potency is read from the fitted curve at half-maximal effect; % is scaled to controls: 0 for no effect and ±100 for the full control effect; nearly all actives have a fitted effect of over 55% in size
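Luminescence from the luciferase reporter, measured 30 min after ONE-Glo reagent at room temperature, was the read-out. Beforehand, 2,000 cells per well were exposed for 16 hr at 37 °C to 5-fluorouridine together with compound or vehicle.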
Rab9 promoter act: qHTS Assay for Rab9 Promoter Activators. Potency, µM (highest dose often 9.22 µM), for the others: at the highest dose activation, negative = inhibition, usual class: activators. Huh7 Rab9 promoter-luciferase reporter, luminescence, 24 h. 320,000 tested, 2.8% active; also: potency is read from the fitted curve at half-maximal effect; % of control where 0% means no effect; nearly all actives have a fitted effect of over 60% in size
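Cells were plated at 1500 per well in reduced-serum medium with 10% FBS and left 2 h. Compound in DMSO was then added for 24 h at 37 °C. Reporter signal was read by luminescence after 10 min with luciferase detection reagent.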
ELG1 genotox: qHTS screen for small molecules that induce genotoxicity in human embryonic kidney (HEK293T) cells expressing luciferase-tagged ELG1. 330,000 tested, 1.3% active. Potency, µM (highest dose often 46 µM), for inactives: at the highest dose activity change, positive = activation, hits mostly activators. AID 504466, 2011. HEK293T ELG1-luciferase reporter, luminescence, 16 h; also: potency is read from the fitted curve at half-maximal effect; % of control where 0% means no effect; nearly all actives have a fitted effect of over 60% in size
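Screening used a luciferase reporter fused to human ELG1 in HEK293T cells. Luminescence was read on a CCD plate imager after 16 hr exposure and 30 min ONE-Glo incubation.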
RORgamma inh: qHTS for inhibitors of ROR gamma transcriptional activity; Potency, µM (top dose mostly 53.6 µM), for inactives: top-dose activity change, negative = inhibition, hits mostly inhibitors; AID 2551, 2010; 310,000 tested, 5.4% active; Nuclear receptor ROR-gamma (Mus musculus), P51450; Drosophila S2 Gal4-RORgamma UAS-luciferase reporter, 20 h; also: potency is read from the fitted curve at half-maximal effect; % is scaled to controls: 0 for no effect and ±100 for the full control effect; nearly all actives have a fitted effect of over 60% in size
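Luminescence from a UAS-regulated Photinus luciferase reporter in stably transfected Drosophila Schneider cells is measured; decreased signal marks ROR gamma inhibition. Fusion expression is induced by 700 uM copper sulfate for 20 hr.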
BRCA1 expr act: qHTS Assay to Identify Small Molecule Activators of BRCA1 Expression | MCF7-BRCA1-FFLuc reporter, luminescence, 48 h; response scale: scaled: vehicle 0%, 10 µM genistein 100% | Potency, µM (top dose mostly 46.1 µM), inactives show top-dose activation, actives largely listed as activators | 380,000 tested, 1.1% active | AID 624202, 2012; also: potency is read from the fitted curve at half-maximal effect; nearly all actives have a fitted effect of over 80% in size; some results filed as inactive show a strong effect at the top dose
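Using MCF7 cells harboring a BRCA1 firefly luciferase reporter, plated 2 h before compound pinning, the screen measured luminescence after 48 h incubation. Responses were normalized to DMSO and 10 microM genistein, then fitted for concentration-effect.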
TRPV1 agonist: HTS Assay for Compounds that Act as Agonists of the Vanilloid Receptor 1; 320,000 tested, 0.19% active; Transient receptor potential cation channel subfamily V member 1 (Homo sapiens), Q8NER1; activation, % at 8.33 µM; TRPV1-expressing cells, Fluo-8 calcium influx, agonist mode; in the data active = activation above about 80%; inconclusive = between about 30% and that limit; also: 0% is about no effect
Target sequence (Q8NER1 whole entry, looked up): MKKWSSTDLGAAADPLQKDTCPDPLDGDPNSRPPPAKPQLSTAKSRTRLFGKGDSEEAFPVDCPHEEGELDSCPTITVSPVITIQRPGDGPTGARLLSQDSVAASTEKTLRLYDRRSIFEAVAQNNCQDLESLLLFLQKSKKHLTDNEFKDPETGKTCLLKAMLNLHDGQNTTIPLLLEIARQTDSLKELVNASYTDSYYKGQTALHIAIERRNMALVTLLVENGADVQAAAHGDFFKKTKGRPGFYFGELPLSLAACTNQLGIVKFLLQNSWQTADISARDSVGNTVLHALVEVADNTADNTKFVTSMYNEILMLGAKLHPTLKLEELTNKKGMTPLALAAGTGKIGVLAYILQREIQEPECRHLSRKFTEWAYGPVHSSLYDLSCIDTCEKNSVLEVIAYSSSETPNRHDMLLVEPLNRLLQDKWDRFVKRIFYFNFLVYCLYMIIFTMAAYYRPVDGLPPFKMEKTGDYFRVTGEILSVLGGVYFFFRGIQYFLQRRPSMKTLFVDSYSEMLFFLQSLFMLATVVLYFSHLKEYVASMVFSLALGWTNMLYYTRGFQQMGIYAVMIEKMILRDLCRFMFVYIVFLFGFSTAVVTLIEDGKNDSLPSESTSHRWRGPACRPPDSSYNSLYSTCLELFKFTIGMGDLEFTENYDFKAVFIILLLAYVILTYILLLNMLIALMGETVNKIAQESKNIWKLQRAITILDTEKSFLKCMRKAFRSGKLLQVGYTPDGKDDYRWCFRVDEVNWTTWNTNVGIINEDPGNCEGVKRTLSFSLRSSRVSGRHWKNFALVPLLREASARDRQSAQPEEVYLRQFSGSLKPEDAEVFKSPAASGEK
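Cells expressing TRPV1 were dye-loaded with Fluo-8 and read kinetically: 10 s baseline, 3 min after compound (agonist portion), then 2 min after EC20 capsaicin (allosteric enhancer portion). Calcium-bound dye fluorescence at 480/520 nm.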
Tb PFK block: qHTS Assay to Find Inhibitors of T. brucei phosphofructokinase | T. brucei PFK, ADP-Glo luminescence | ATP-dependent 6-phosphofructokinase (Trypanosoma brucei brucei), O15648 | Potency, µM (doses to about 57.5 µM), for inactives: at the highest dose activity, negative = inhibition, hits mostly inhibitors | 330,000 tested, 0.17% active | AID 485367, 2010;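 also: potency is read from the fitted curve at half-maximal effect; 0% = uninhibited 1x PFK enzyme wells and -100% = no-enzyme wells; nearly all actives have a fitted effect of over 60% in size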
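ADP-Glo luminescence quantified ADP after 45 min at room temperature, with 1.25 nM T. brucei PFK, 0.1 mM ATP and 0.5 mM fructose-6-phosphate in pH 8.0 TEA buffer. qHTS titrations up to 57 µM; curves classified by quality.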
The depositor's hits bear a star; [ ] = remark or other dose. Unless noted, calls follow the shape of the dose curve; as a rule, active = well fitted curve in the direction sought with a large enough effect; inconclusive = small, poorly fitted or top-dose-only effect, or another doubt; inactive = no such curve, though single readings can be large; an effect the other way counts as inactive or inconclusive. Hits appear at their usual frequency, and some 15% of all compounds hit somewhere here.

`COc1cccc(NC(=S)NN=C2CCC(C(C)(C)C)CC2)c1` (centres undefined) gave VP16 counter 3%, NPC1 promoter act -1%, FLuc counter 4%, p53 reactivator 9%, ELG1 DNA repair 10%, Rab9 promoter act 1%, ELG1 genotox -1%, RORgamma inh inconclusive, BRCA1 expr act -7%, TRPV1 agonist -4 and Tb PFK block -6%.
For CC(C)(C)CN1CCN(Cc2cccnc2)CC1CCO (centres undefined) the results were VP16 counter 3%, NPC1 promoter act -1%, FLuc counter -1%, ELG1 DNA repair 0%, Rab9 promoter act 1%, ELG1 genotox 0%, RORgamma inh -1%, BRCA1 expr act -5%, TRPV1 agonist -1 and Tb PFK block 1%.
`Clc1cccc(Cc2nn[nH]n2)c1` gave VP16 counter 0%, NPC1 promoter act 0%, FLuc counter -2%, p53 reactivator 1%, ELG1 DNA repair 6%, Rab9 promoter act 10%, ELG1 genotox 1%, RORgamma inh 0%, BRCA1 expr act 7%, TRPV1 agonist -2 and Tb PFK block 2%.
`CC(C)OCCCNc1ncc2c(n1)CC(c1cccs1)CC2=O` (centres undefined) gave VP16 counter -20%, NPC1 promoter act 1%, FLuc counter -17%, p53 reactivator 4%, ELG1 DNA repair -2%, Rab9 promoter act -3%, ELG1 genotox 5%, RORgamma inh inconclusive, BRCA1 expr act -11%, TRPV1 agonist 3 and Tb PFK block -5%.
CCN(C(=O)COC(=O)c1cc(C)oc1C)c1c(N)n(Cc2ccccc2)c(=O)[nH]c1=O was read as NPC1 promoter act -2%, FLuc counter -2%, p53 reactivator -5%, ELG1 DNA repair -4%, Rab9 promoter act -5%, ELG1 genotox 2%, BRCA1 expr act 12%, TRPV1 agonist -2 and Tb PFK block 1%.
`COC(=O)[C@@]12CCCN1[C@H](c1ccc(-c3ccc(OC)cc3)c(OC)c1)[C@@H]1C(=O)N(C)C(=O)[C@@H]12` gave NPC1 promoter act 0%, FLuc counter 2%, p53 reactivator -9%, ELG1 DNA repair 3%, Rab9 promoter act -2%, ELG1 genotox -5%, BRCA1 expr act -36%, TRPV1 agonist 1 and Tb PFK block 4%.
For COc1ccc(Nc2ccncc2[N+](=O)[O-])cc1 the results were VP16 counter -7%[10 µM], NPC1 promoter act 0%, FLuc counter -5%, p53 reactivator -4%, ELG1 DNA repair 5.8µM*, Rab9 promoter act -5%, ELG1 genotox -10%, RORgamma inh -22%, BRCA1 expr act -2%, TRPV1 agonist 10 and Tb PFK block -2%.
For CC(=O)Nc1ccc(C(=O)OCC(=O)/C(C#N)=C(\C)N)cc1 the results were VP16 counter 12%, NPC1 promoter act 7%, FLuc counter -2%, p53 reactivator 0%, ELG1 DNA repair 17%, Rab9 promoter act -32%[inhibitor], ELG1 genotox 3%, RORgamma inh -2%, BRCA1 expr act 64%, TRPV1 agonist -1 and Tb PFK block -4%.
`O=C(Cc1cccc(C(F)(F)F)c1)NCc1cccc(Cl)c1` gave VP16 counter 24%, NPC1 promoter act -1%, FLuc counter -8%, p53 reactivator -12%, ELG1 DNA repair 2%, Rab9 promoter act -7%, ELG1 genotox 3%, RORgamma inh 41%, BRCA1 expr act -26%, TRPV1 agonist 11 and Tb PFK block -18%.
CC(C)(C)N(NC(=O)Nc1ccc(F)cc1)C(=O)c1ccccc1 was read as VP16 counter -3%, NPC1 promoter act 0%, FLuc counter -1%, p53 reactivator 2%, ELG1 DNA repair 7%, Rab9 promoter act -2%, ELG1 genotox 0%, RORgamma inh -16%, BRCA1 expr act -4%, TRPV1 agonist 2 and Tb PFK block -3%.
For CC(C)NS(=O)(=O)c1ccc(OCC(=O)Nc2ccc3c(c2)OCO3)c(Cl)c1 the results were VP16 counter -9%, NPC1 promoter act -1%, FLuc counter -2%, p53 reactivator -6%, ELG1 DNA repair inconclusive, Rab9 promoter act -3%, ELG1 genotox 3%, RORgamma inh 43%, BRCA1 expr act -1%, TRPV1 agonist 3 and Tb PFK block -16%.
For COCCn1c(=O)[nH]c2cc(C(=O)Nc3cc(OC)c(OC)c(OC)c3)ccc2c1=O the results were VP16 counter -9%, NPC1 promoter act -3%, FLuc counter 0%, p53 reactivator -8%, ELG1 DNA repair inconclusive, Rab9 promoter act 3%, ELG1 genotox -25%, RORgamma inh 19%, BRCA1 expr act -7%, TRPV1 agonist -5 and Tb PFK block -3%.
Screening N/C(=N\OC(=O)c1cccc(F)c1)c1ccccn1 returned VP16 counter inconclusive, NPC1 promoter act 3.5µM*, FLuc counter 1.1µM*, p53 reactivator 3%, ELG1 DNA repair inconclusive, Rab9 promoter act 1.6µM*, ELG1 genotox inconclusive, RORgamma inh inconclusive, BRCA1 expr act 42%, TRPV1 agonist -2 and Tb PFK block -26%.
`O=C(CSc1ccccn1)N1CCN(c2cccc(Cl)c2)CC1` gave VP16 counter -2%, NPC1 promoter act -4%, FLuc counter 0%, p53 reactivator 9%, ELG1 DNA repair inconclusive, Rab9 promoter act -4%, ELG1 genotox 1%, RORgamma inh 22%, BRCA1 expr act -30%, TRPV1 agonist -2 and Tb PFK block inconclusive.
O=C1c2[nH]nc(-c3ccccc3O)c2C(c2ccc(F)cc2)N1CC1CCCO1 (centres undefined) was read as VP16 counter -2%, NPC1 promoter act -1%, FLuc counter 4%, p53 reactivator 2%, ELG1 DNA repair -10%, Rab9 promoter act -4%, ELG1 genotox -4%, RORgamma inh -18%, BRCA1 expr act -41%, TRPV1 agonist 5 and Tb PFK block 6%.

2 records drawn at random from the list so far, as already listed:
For CC(=O)Nc1ccc(C(=O)OCC(=O)/C(C#N)=C(\C)N)cc1 the results were VP16 counter 12%, NPC1 promoter act 7%, FLuc counter -2%, p53 reactivator 0%, ELG1 DNA repair 17%, Rab9 promoter act -32%[inhibitor], ELG1 genotox 3%, RORgamma inh -2%, BRCA1 expr act 64%, TRPV1 agonist -1 and Tb PFK block -4%.
CC(C)(C)N(NC(=O)Nc1ccc(F)cc1)C(=O)c1ccccc1 was read as VP16 counter -3%, NPC1 promoter act 0%, FLuc counter -1%, p53 reactivator 2%, ELG1 DNA repair 7%, Rab9 promoter act -2%, ELG1 genotox 0%, RORgamma inh -16%, BRCA1 expr act -4%, TRPV1 agonist 2 and Tb PFK block -3%.

Carrying on.
CCOC(=O)c1c(-c2ccc(F)cc2)csc1NC(=O)CN1C(=O)NC2(CCCCC2C)C1=O (centres undefined) was read as VP16 counter inconclusive, NPC1 promoter act -9%, FLuc counter 0%, p53 reactivator 13%, ELG1 DNA repair inconclusive, Rab9 promoter act 2%, ELG1 genotox -6%, RORgamma inh inconclusive, BRCA1 expr act -79%, TRPV1 agonist 9 and Tb PFK block 0%.
COc1ccc(CN2CCN(C(=O)C3CCC(CNS(=O)(=O)c4ccccc4)CC3)CC2)c(OC)c1OC (centres undefined) was read as VP16 counter inconclusive, NPC1 promoter act -12%, FLuc counter 0%, p53 reactivator -3%, ELG1 DNA repair inconclusive, Rab9 promoter act -15%, ELG1 genotox -7%, RORgamma inh -41%, BRCA1 expr act -11%, TRPV1 agonist 4 and Tb PFK block -2%.
Screening Cc1cc(NC(=O)c2ccc(COc3ccccc3Cl)o2)no1 returned VP16 counter -7%, NPC1 promoter act -9%, FLuc counter -5%, p53 reactivator -1%, ELG1 DNA repair 10%, Rab9 promoter act 1%, ELG1 genotox 5%, RORgamma inh 6%, BRCA1 expr act 0%, TRPV1 agonist 22 and Tb PFK block -1%.
For Cc1c(C(=O)Nc2cc(S(=O)(=O)N3CCOCC3)ccc2N2CCOCC2)oc2ccccc12 the results were VP16 counter -2%, NPC1 promoter act -15%, FLuc counter -1%, p53 reactivator 1%, ELG1 DNA repair 16µM*, Rab9 promoter act 0%, ELG1 genotox -15%, RORgamma inh 13%, BRCA1 expr act -12%, TRPV1 agonist 4 and Tb PFK block 6%.
`CCCCNc1nc(N(C)c2ccccc2)nc(-n2ccnc2)n1` gave VP16 counter inconclusive, NPC1 promoter act 2%, FLuc counter 1%, p53 reactivator 18%, ELG1 DNA repair inconclusive, Rab9 promoter act -7%, ELG1 genotox -8%, RORgamma inh 10µM*, BRCA1 expr act -53%, TRPV1 agonist 4 and Tb PFK block 4%.
